# Assay outcomes as filed in PubChem BioAssay.
# HTT aggregate – qHTS Multiplex Assay to Identify Dual Action Probes in a Cell Model of Huntington: Aggregate Formation (GFP) | Potency, µM (highest dose often 46.1 µM), without a hit: at the highest dose activity change, negative = inhibition, actives largely listed as inhibitors | hit rate 1.1% among 220,000 | PC12 HttQ103-GFP aggregates, Acumen cytometry, 40 h; also: potency is read from the fitted curve at half-maximal effect; % is scaled to controls: 0 for no effect and ±100 for the full control effect; nearly all actives have a fitted effect of over 60% in size
#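 Aggregates are detected as GFP objects 1–25 µm with signal 6 STDEV over background in lysates of induced PC12 cells. These carry Huntingtin exon 1 with 103 glutamines fused to GFP under an ecdysone promoter; compounds titrated.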
# NPSR antagonist – qHTS Assay for Antagonists of the Neuropeptide S Receptor: cAMP Signal Transduction | Potency, µM (top dose mostly 38.3 µM), without a hit: at the highest dose activity change, negative = inhibition, actives largely listed as inhibitors | hit rate 1% among 220,000 | CHO-NPSR cells, cAMP TR-FRET, antagonist mode | AID 1461, 2008; also: potency is read from the fitted curve at half-maximal effect; % is scaled to controls: 0 for no effect and ±100 for the full control effect; nearly all actives have a fitted effect of over 50% in size; many of its hits are not listed in these tables
# Target sequence (Q6W5P4 whole entry, looked up): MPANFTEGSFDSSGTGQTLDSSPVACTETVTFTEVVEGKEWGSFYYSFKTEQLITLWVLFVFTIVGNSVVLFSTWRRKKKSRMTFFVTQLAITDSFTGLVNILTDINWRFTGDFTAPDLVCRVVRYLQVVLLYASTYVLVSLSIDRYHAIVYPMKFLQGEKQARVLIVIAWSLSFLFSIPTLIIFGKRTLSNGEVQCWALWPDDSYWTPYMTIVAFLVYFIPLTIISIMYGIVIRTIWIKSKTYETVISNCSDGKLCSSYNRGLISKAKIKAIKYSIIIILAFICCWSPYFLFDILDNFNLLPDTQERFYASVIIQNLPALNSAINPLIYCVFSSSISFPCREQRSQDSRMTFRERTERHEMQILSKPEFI
# Epigenetic reg – Quantitative High-Throughput Screen for Regulators of Epigenetic Control. murine LDR cells, GFP reporter derepression, 30 h. Potency, µM (top dose mostly 53.9 µM), for inactives: top-dose GFP activation, hits mostly activators. hit rate 0.2% among 280,000. AID 1865, 2009; also: potency is read from the fitted curve at half-maximal effect; % of control where 0% means no effect; nearly all actives have a fitted effect of over 60% in size
#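 Derepression of a silenced CMV-GFP reporter in murine LDR cells is scored by enumerating GFP-positive cells with a laser-scanning microplate cytometer after 30 hours of treatment at 37 C.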
# CBFb RUNX1 block – qHTS Assay for Compounds Blocking the Interaction Between CBF-beta and RUNX1 for the Treatment of Acute Myeloid Leukemia; Runt-related transcription factor 1 (Homo sapiens) + Core-binding factor subunit beta …; AlphaScreen CBFb-His/RUNX1-biotin binding, biochemical; Potency, µM (titrated, usually from 59.8 µM), without a hit: top-dose activity, negative = inhibition, hits mostly inhibitors; 230,000 tested, under 10 active; AID 1477, 2009; also: % of control where 0% means no effect
# Target sequence (Q01196 whole entry, looked up): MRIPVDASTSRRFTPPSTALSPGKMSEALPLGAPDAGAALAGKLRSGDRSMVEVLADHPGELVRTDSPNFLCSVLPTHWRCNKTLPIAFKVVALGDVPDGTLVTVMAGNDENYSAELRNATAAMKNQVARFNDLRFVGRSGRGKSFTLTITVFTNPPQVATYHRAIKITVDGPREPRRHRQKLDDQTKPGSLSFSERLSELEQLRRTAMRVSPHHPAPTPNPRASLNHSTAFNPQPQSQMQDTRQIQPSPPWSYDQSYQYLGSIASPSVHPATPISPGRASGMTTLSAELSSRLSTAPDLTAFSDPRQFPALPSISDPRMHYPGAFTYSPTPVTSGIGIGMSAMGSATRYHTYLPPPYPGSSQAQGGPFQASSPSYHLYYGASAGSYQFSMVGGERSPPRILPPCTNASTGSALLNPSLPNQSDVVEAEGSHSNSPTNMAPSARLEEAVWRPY
# Target sequence (Q13951 whole entry, looked up): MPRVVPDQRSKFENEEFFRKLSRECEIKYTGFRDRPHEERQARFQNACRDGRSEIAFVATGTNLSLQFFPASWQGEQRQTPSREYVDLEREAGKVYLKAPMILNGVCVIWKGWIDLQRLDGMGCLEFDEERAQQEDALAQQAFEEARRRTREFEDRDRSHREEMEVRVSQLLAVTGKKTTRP
#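 CBFb-His/RUNX1-biotin, 30 nM each, preincubated 20 min RT; compound 15 min RT; Ni + streptavidin beads 50 ng each, 90 min RT; AlphaScreen read.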
# IMPase Li cell – qHTS Assay for Identifying the Cell-Membrane Permeable IMPase Inhibitors: Potentiation with Lithium | CHO-M1 cells, IP1 TR-FRET (IP-One), carbachol + lithium | Potency, µM (highest dose often 59.4 µM), for inactives: at the top dose activity, negative = IMPase inhibition, most hits filed as inhibitors | hit rate 0.35% among 210,000;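 also: IP1 builds up when IMPase is blocked and the TR-FRET signal falls; potency is read from the fitted curve at half-maximal effect; plate controls were basal vehicle for no effect and high inhibitor control for full effect; nearly all actives have a fitted effect of over 50% in size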
#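 Concentration–response in CHO-M1 cells, lithium-potentiated; 30 min at 37C. IP1 detected by competitive TR-FRET after 10 min lysis at RT. Hill-fitted AC50.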
# L3MBTL1 inh – qHTS Assay for the Inhibitors of L3MBTL1. Potency, µM (doses to about 57.1 µM), for the others: top-dose activity, negative = inhibition, usual class: inhibitors. AID 485360, 2010. Lethal(3)malignant brain tumor-like protein 1 (Homo sapiens), Q9Y468. hit rate 0.66% among 230,000. AlphaScreen L3MBTL1–H3K9me1 peptide binding; also: potency is read from the fitted curve at half-maximal effect; % is scaled to controls: 0 for no effect and ±100 for the full control effect; nearly all actives have a fitted effect of over 60% in size
#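 Displacement of a biotinylated histone H3(1-15) peptide monomethylated at Lys9 (75 nM) from L3MBTL1 (50 nM) was measured by AlphaScreen after a 30 min room-temperature compound incubation; cefsulodin titration served as intraplate control.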
# Luc counter – Counterscreen for Luciferase (Kinase-Glo TM) Inhibition; Luciferin 4-monooxygenase (Photuris pensylvanica), Q27757; Kinase-Glo luciferase, ATP luminescence, 8 min; Potency, µM (top dose mostly 38.3 µM), without a hit: at the highest dose activity change, negative = inhibition, most hits filed as inhibitors; hit rate 0.28% among 200,000; AID 1379, 2008; also: potency is read from the fitted curve at half-maximal effect; % is scaled to controls: 0 for no effect and ±100 for the full control effect; nearly all actives have a fitted effect of over 60% in size
#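 Kinase-Glo luciferase light output from ATP and luciferin was measured with 10 uM ATP, within the enzyme's linear range. Buffer: 50 mM imidazole pH 7.2, 50 mM KCl, 7 mM MgCl2, 0.01% Tween 20, 0.05% BSA; luminescence read after 8 min at ambient temperature.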
# An asterisk follows results filed as active; ? = inconclusive; . = no result given; & = joins results of further samples; [ ] = another dose, or the depositor's remark. Calls follow the shape of the dose curve; as a rule, active = well fitted curve in the direction sought with a large enough effect; inconclusive = small, poorly fitted or top-dose-only effect, or another doubt; inactive = no such curve, though single readings can be large; an effect the other way counts as inactive or inconclusive.
SMILES,HTT aggregate,NPSR antagonist,Epigenetic reg,CBFb RUNX1 block,IMPase Li cell,L3MBTL1 inh,Luc counter
CCOc1ccc(C(=O)Nc2c(C(N)=O)oc3ccccc23)cc1,-11%,8%,-1.0%,7%,4%,-10%,-1%
COc1cc(OC)cc(C(=O)NC(=S)NNC(=O)c2cnccn2)c1,-11%,3%[46.1 µM],0.0%,-22%,13%,?,5%
CC(=O)Nc1ccc(NC(=O)C2CC(=O)N(Cc3ccccc3)C2)cc1 (configuration not stated),-15%,13%,0.1%,3%,-4%,.,-2%
CCO[C@@H]1OC(C(N)=O)=C[C@H](c2coc3ccccc3c2=O)[C@H]1CCCO,11%[9.22 µM],12%,1.1%,5%,.,.,.
CCN(CC)c1ccc(C(=O)OCC(=O)NCC2CCCO2)cc1 (configuration not stated),0%,-7%[46.1 µM],0.5%,-2%,19%[38.3 µM],.,-1%
CCCCC(=O)Nc1ccc(C(=O)NNC(=O)c2cccs2)cc1,1%,16%,-1.0%,1%,3%,5%,0%
O=S(=O)(c1ccccc1)c1nc(-c2ccco2)oc1NCCN1CCOCC1,-4%,-23%[46.1 µM],-1.8%,2%,-2%[38.3 µM],.,2%
Cc1cccc(NC(=S)NNC(=O)c2ccco2)c1,-1%,-10%[46.1 µM],-3.9%,15%,-1%,2%,3%
COc1cc(C2Nc3ccccc3C(=O)N2NS(C)(=O)=O)ccc1O (configuration not stated),6%[9.22 µM],17%,-3.7%,5%,.,-6%,.
Cc1cc(C)c2nc(SCC(=O)NCC3CCCO3)c(C#N)cc2c1 (configuration not stated),2%[9.22 µM],?,-3.2%,-5%,?,?,-1%
CCOC(=O)C1=C(O)c2ccccc2C(=O)/C1=C\c1ccc(CC)cc1,14%,?,?,-13%,17%,?,-11%
CSc1nnc(-c2ccc(NC(N)=S)cc2)o1,5%[9.22 µM],9%,2.1%,23%,.,-2%,.
c1ccc2c(c1)[nH]c1c(N3CCSCC3)ncnc12,2%,-9%[46.1 µM],-1.1%,-1%,1%[38.3 µM],-6%,1%
CC(=O)NCC(=O)OCC(=O)c1ccccc1,19%,-5%[46.1 µM],0.5%,4%,11%[38.3 µM],.,-5%
CCOC(=O)/C(C#N)=C(/C)c1ccc(OC)cc1,-13%,8%[46.1 µM],1.3%,3%,19%[38.3 µM],-8%,0%
CS(=O)(=O)N1CCC(C(=O)NCCN2CCN(Cc3ccccc3)CC2)CC1,-1%,-13%[46.1 µM],-1.0%,?,26%[38.3 µM],-24%[11.4 µM],1%
Cc1nc2cc(Nc3ccncc3)ccc2s1,3%,2%,-0.4%,4%,24%,-1%,1%
CCCCCCC1NC(C(=O)O)CS1 (configuration not stated),-27%,12%[46.1 µM],1.4%,5%,19%[38.3 µM],17%,4%
COc1cc(/C=C2\SC(=S)N(NS(=O)(=O)c3ccc(C)cc3)C2=O)ccc1O,-11%[9.22 µM],?,-2.0%,-18%,.,-13%,.
Cc1onc(-c2ccccc2)c1C(=O)Nc1ccnn1C1CCCCC1,14%,-17%[46.1 µM],-11%,12%,9%[38.3 µM],-1%,3%
CCCCC(=O)N(CCOC)c1nnc(-c2cccnc2)s1,-4%[9.22 µM],23%,0.0%,3%,-3%,60%[activator],-1%
COc1ccc(/C=C(/NC(=O)c2ccccc2)C(=O)N/N=C/c2ccncc2)cc1,-5%,5%,-1.1%,-1%,4%,5%,-2%
COc1cc(NC(=O)C2CCCN(c3ncccn3)C2)cc(OC)c1 (configuration not stated),-3%,11%[46.1 µM],4.0%,-11%,15%,-15%,2%
CN(C)CCCNS(=O)(=O)c1ccc(N2CCC(c3ccc(Cl)cc3)=N2)cc1,?,?,-1.0%,?,?,.,-4%
COc1ccc(N(CCCN2C(=O)c3cccc4cccc(c34)C2=O)C(=O)c2cccc(OC)c2)cc1,-12%,3%[46.1 µM],2.1%,-14%,17%,-10%,1%
SMILES,HTT aggregate,NPSR antagonist,Epigenetic reg,CBFb RUNX1 block,IMPase Li cell,L3MBTL1 inh,Luc counter
Cc1ccc(N/N=C/c2c(O)cc(C)oc2=O)cc1,12%,-18%[46.1 µM],-1.0%,-3%,38%[activator][38.3 µM],2%,-3%
Cc1cc(NC(=O)CCCN2C(=O)/C(=C/c3cccs3)SC2=S)no1,22%,16%,-1.1%,-6%,-5%,0%,1%
O=C(NCCO)Nc1ccc(Cl)cc1,7%,4%,2.6%,8%,4%,-1%,1%
Cn1c(=O)c2cc3c(nc2n(C)c1=O)CC(c1ccccc1)CC3=O (configuration not stated),-18%[9.22 µM],-12%,-1.6%,-12%,.,-17%,.
CC12CN3CC(C)(CN(C1)C3c1ccc(Br)cc1O)C2 (configuration not stated),7%[9.22 µM],-5%[46.1 µM],-7.2%,11%,2%[38.3 µM],-1%,1%
O=C(NC1CCCC1)C(c1cccs1)N(C(=O)c1ccco1)c1ccc2c(c1)OCO2 (configuration not stated),-7%,-23%[46.1 µM],0.0%,-4%,14%,-1%,-6%
O=C(NC1CCCCC1)C1CCCN(S(=O)(=O)c2cccc3cccnc23)C1 (configuration not stated),12%[9.22 µM],32%,0.7%,2%,.,10%,.
CCCCNCCCOc1ccc(C)cc1Br,-2%[9.22 µM],16%,0.0%,4%,7%,7%,-7%
COc1ccc(NC(=O)C2C(=O)N(CCO)C3(C)CC2c2ccccc2O3)cc1 (configuration not stated),20%,-26%[46.1 µM],-5.6%,4%,-16%[38.3 µM],3%,-3%
CCOc1ccc(-n2cnnn2)cc1S(=O)(=O)NCc1ccccc1,-8%,-14%[46.1 µM],-1.1%,7%,23%[38.3 µM],.,5%
C=C(C)C1CC=C(C)/C(=N/NC(=O)C2CC2c2ccccc2)C1 (configuration not stated),4%,-21%,1.1%,-5%,4%,0%,0%
O=C(N/N=C/c1ccccc1)c1cc(=O)[nH]c2ccccc12,2%,27%,-0.6%,-7%,3%,-4%,2%
Cc1ccccc1N1CCN(C(=O)c2ccccc2NC(=O)C2CC=CCC2C(=O)O)CC1 (configuration not stated),14%[9.22 µM],-15%[46.1 µM],0.8%,5%,28%[38.3 µM],.,-1%
CCOc1cc2[nH]c(=S)n(C3CCN(Cc4ccccc4)CC3)c(=O)c2cc1OCC,-14%,-8%,4.4%,-13%,6%,.,-2%
COC(=O)c1c(-n2c(C)cc(C=O)c2C)sc2c1CCCC2,-12%,-17%[46.1 µM],5.7%,-18%,-13%[38.3 µM],-10%,-9%
CN1N=C(C(C)(C)C)CSC1=Nc1ccccc1,-5%[9.22 µM],19%,1.0%,6%,.,16%,.
CCC(c1nnnn1C(C)(C)C)N1CCN(Cc2ccccc2OC)CC1 (configuration not stated),-9%[9.22 µM],-10%,0.0%,4%,6%,-4%,-1%
Cc1nn(Cc2ccccc2)c2c1C(c1ccc(Cl)cc1)C(C#N)=C(N)O2 (configuration not stated),17%,4%[46.1 µM],-5.0%,-16%,10%,-9%,-1%
COCCn1c(C)cc(C(=O)COC(=O)/C=C/c2cccc(OC)c2)c1C,-13%,-17%,-3.5%,-10%,13%,.,0%
COC(=O)c1nn(-c2ccccc2)c(Sc2ccc(Br)cc2)c1/C=N/O,4%,-24%[46.1 µM],1.1%,-2%,26%[38.3 µM],-4%,-2%
CC(=O)C1=C(O)C(=O)N(Cc2ccco2)C1c1ccc2c(c1)OCO2 (configuration not stated),-11%,-2%[46.1 µM],0.0%,4%,-12%,-2%,3%
CC1(C(=O)NCCCN2CCOCC2)Oc2cccnc2NC1=O (configuration not stated),-2%,-16%,2.2%,-6%,1%,2%,2%
COc1ccc(N(CC(=O)Nc2c(C)n(C)n(-c3ccccc3)c2=O)S(=O)(=O)c2ccccc2)cc1OC,8%,-4%,7.4%,?,-13%,0%,-5%
CC1(C)NC(=O)N(CC(O)COc2ccccc2C(=O)Nc2ccccc2)C1=O (configuration not stated),-10%,-3%[46.1 µM],2.0%,8%,28%[38.3 µM],.,4%
C[C@](N)(Cc1ccc(O)c(O)c1)C(=O)O,11%&7%,-31%,2.0%&-0.2%&1.6%,2%,0%&13%&5%,?,9%&-5%&-6%

# Profiles, looked up by structure:
# Results for COc1ccc(NC(=O)C2C(=O)N(CCO)C3(C)CC2c2ccccc2O3)cc1 (configuration not stated) = HTT aggregate = 20%; NPSR antagonist = -26%[46.1 µM]; Epigenetic reg = -5.6%; CBFb RUNX1 block = 4%; IMPase Li cell = -16%[38.3 µM]; L3MBTL1 inh = 3%; Luc counter = -3%
# Results for Cc1nn(Cc2ccccc2)c2c1C(c1ccc(Cl)cc1)C(C#N)=C(N)O2 (configuration not stated) = HTT aggregate = 17%; NPSR antagonist = 4%[46.1 µM]; Epigenetic reg = -5.0%; CBFb RUNX1 block = -16%; IMPase Li cell = 10%; L3MBTL1 inh = -9%; Luc counter = -1%
# Results for O=C(NC1CCCC1)C(c1cccs1)N(C(=O)c1ccco1)c1ccc2c(c1)OCO2 (configuration not stated) = HTT aggregate = -7%; NPSR antagonist = -23%[46.1 µM]; Epigenetic reg = 0.0%; CBFb RUNX1 block = -4%; IMPase Li cell = 14%; L3MBTL1 inh = -1%; Luc counter = -6%

# Remaining list, next part
SMILES,HTT aggregate,NPSR antagonist,Epigenetic reg,CBFb RUNX1 block,IMPase Li cell,L3MBTL1 inh,Luc counter
Cn1c(C(=O)N2CCCc3ccccc32)cc2sccc21,5%,?,-0.7%,3%,-12%[38.3 µM],-12%,4%
O=C(Nc1nnc(CCS(=O)(=O)c2ccc(Br)cc2)s1)c1ccc([N+](=O)[O-])cc1,2%,-11%[46.1 µM],-1.2%,-2%,2%[38.3 µM],2%,-2%
Nc1ccc(S(=O)(=O)N2CCCc3ccccc32)cc1,-12%,-4%[46.1 µM],0.0%,15%,27%[38.3 µM],-5%,0%
Cc1ccc(S(=O)(=O)N(C)C)cc1NS(=O)(=O)c1ccc(Cl)s1,-12%,-1%,0.0%,8%,-4%,15%,-1%
O=C(NNc1cc(Cl)cc(Cl)c1)C1CCC1,-14%[9.22 µM],-9%,0.5%,-4%,.,-2%,.
Cc1cc(N2CCOCC2)nc(-c2ccc(Br)cc2)n1,-5%,-16%,-3.2%,13%,6%,8%,1%
Cc1cnc(C(=O)Nc2cc(S(=O)(=O)N3CCOCC3)ccc2N2CCN(C)CC2)cn1,15%,3%,1.0%,7%,1%,-1%,0%

# These rows are one share of the data; count on the stated rates, not on these rows.
